# Statin myotox sup: suppressors of statin myotoxicity in C2C12 myotubes, primary screen, cell-based, single point, plate reader; C2C12 myotubes + simvastatin, ATP luminescence, 48 h; scaled: DMSO 0, geranylgeraniol control 100; rescue of ATP level, % at 7.49 µM; actives 0.78% (n = 330,000);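 active means mean ATP rescue above about 67%, or every replicate alone reaching that limit, limit read from the data, passing the limit was not always enough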;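 further: myotubes were challenged with 10 µM simvastatin during compound exposure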
# PGC1a acetyl inh: inhibitors of PGC1a acetylation signal, primary screen, cell-based, U2OS, AlphaScreen, inhibitor mode | inhibition, % at 15.6 µM | AlphaScreen anti-acetyl-lysine; with virally co-expressed GCN5 acetyltransferase | actives 0.17% (n = 350,000);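 active means every replicate shows inhibition of at least 40%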;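 further: 0% = neutral control wells and 100% = positive control wells; some results beyond the cut were filed as inactive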
# ARNT TACC3 PPI: disruptors of ARNT/TACC3 protein interaction, primary screen, biochemical, AlphaScreen, single concentration. AlphaScreen His-ARNT PAS-B/GST-TACC3 binding, luminescence; TACC3 fragment carries E629A point mutation. inhibition, % at 9.99 µM. actives 0.66% (n = 390,000). AID 623870, 2012;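 active means mean inhibition of replicates at least 50% and at least half of replicates each reaching 50%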;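 further: 0% = complete ARNT plus TACC3 wells and 100% = ARNT alone without TACC3; many hits fall short of the cut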
# INS-1E GSIS act: GLuc luminescence reporter in INS-1E cells, primary screen for activators of glucose-dependent secretion of insulin; INS-1E GLuc reporter insulin secretion, 2-3 h; activation, % at 16.6 µM; actives 0.61% (n = 370,000); AID 743287, 2014;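 active means lowest replicate activation of at least 40%, so every replicate reaches that level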;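 further: 0% = median of neutral control wells and 100% = median of IBMX positive control wells; some compounds called inactive have numbers as strong as hits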
# LGR2 inh: inhibitors of bursicon-induced LGR2 CRE-luciferase signal, primary screen, cell-based, HEK293, CRE-luciferase reporter, bursicon stimulation; actives 0.35% (n = 380,000); Drosophila bursicon receptor LGR2 (rickets); inhibition, % at 9.99 µM; bursicon-stimulated, 4 h;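 active means drop in luminescence signal, shown as inhibition above about 50% in the replicate tests, limit read from the data, passing the limit was not always enough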;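 further: agonist challenge used bursicon conditioned medium at about half maximal strength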
# PAX8 inh HTS: inhibitors of PAX8-driven TPO luciferase reporter, primary screen, RMG-I cells, single concentration; SteadyGlo, 24 h; inhibition, % at 12.6 µM; actives 1.2% (n = 360,000); AID 652154, 2013;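 active means mean replicate inhibition at least 60% with every replicate also reaching 60%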;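 further: luciferase light reporting Pax8 driven TPO promoter activity; plate controls were median of neutral control wells for no effect and mitoxantrone controls for full effect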
# Cneo AK release: Cryptococcus neoformans cell lysis inducers, primary screen, AK release luminescence, single concentration. lysis activity, % at 15 µM. C. neoformans lysis, adenylate kinase release luminescence, 4 h; normalised: neutral wells 0, clomiphene wells 100. actives 0.2% (n = 360,000);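 active means mean lysis activity across replicates of at least 80%, whatever share of replicates individually reach that level; inactive means mean lysis activity below 80%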
#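 Test system: log-phase Cryptococcus neoformans yeast cells; Quantity: yeast cell density of 5 × 10^6 cells/mL; Buffer or medium: YPD; Doses: single compound concentration per well; Timing: 4 h at 37 °C static, read 1 h later; Measured by: AK luminescence; Read-out basis: lysis from increased AK signal; Control set: Clomiphene as positive control.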
# * = called active by the depositor; x = no result given. A portion of the library (hit frequency here may not be typical).
# Preview (six entries):
SMILES,Statin myotox sup,PGC1a acetyl inh,ARNT TACC3 PPI,INS-1E GSIS act,LGR2 inh,PAX8 inh HTS,Cneo AK release
COc1ccc(C2NCCc3c2[nH]c2ccccc32)cc1COc1ccc(F)cc1 (configuration not stated),x,x,22,-12,x,22,x
O=C1CC(C(=O)Nc2ccc(Cl)c(Cl)c2)S/C(=N\N=C\c2ccco2)N1 (configuration not stated),x,x,0,-6,x,-2,x
COCCCNC(=O)Cn1cnc2sc(C)c(S(=O)(=O)N3CCN(c4ncccn4)CC3)c2c1=O,x,x,-10,-6,x,-5,x
CCCC(=O)Nc1ccc(C(=O)NCc2ccccn2)cc1,x,x,-1,17,x,-7,x
CCCCN(C(=O)/C=C/c1ccco1)c1c(N)n(CC(C)C)c(=O)[nH]c1=O,x,x,7,4,x,-11,x
CCc1cc(-c2n[nH]c(C)c2-c2nc3ccccc3s2)c(O)cc1OCC(=O)NN,x,x,2,-2,x,-9,x

# Results, previewed entries included:
SMILES,Statin myotox sup,PGC1a acetyl inh,ARNT TACC3 PPI,INS-1E GSIS act,LGR2 inh,PAX8 inh HTS,Cneo AK release
COc1ccc(C2NCCc3c2[nH]c2ccccc32)cc1COc1ccc(F)cc1 (configuration not stated),x,x,22,-12,x,22,x
O=C1CC(C(=O)Nc2ccc(Cl)c(Cl)c2)S/C(=N\N=C\c2ccco2)N1 (configuration not stated),x,x,0,-6,x,-2,x
COCCCNC(=O)Cn1cnc2sc(C)c(S(=O)(=O)N3CCN(c4ncccn4)CC3)c2c1=O,x,x,-10,-6,x,-5,x
CCCC(=O)Nc1ccc(C(=O)NCc2ccccn2)cc1,x,x,-1,17,x,-7,x
CCCCN(C(=O)/C=C/c1ccco1)c1c(N)n(CC(C)C)c(=O)[nH]c1=O,x,x,7,4,x,-11,x
CCc1cc(-c2n[nH]c(C)c2-c2nc3ccccc3s2)c(O)cc1OCC(=O)NN,x,x,2,-2,x,-9,x
CC(=O)Nc1ccc(S(=O)(=O)N2CCN=C2SCc2cccnc2)cc1,x,x,1,6,x,16,x
Cc1cc(C)nc(N/N=C/c2cc3c(cc2[N+](=O)[O-])OCO3)n1,x,x,-4,-7,x,-4,x
O=C(O)COn1c(-c2ccccc2)nc2ccc(Cl)cc21,x,x,0,7,x,-17,x
Cc1c(C(=O)Nc2ccccc2)sc2nc3n(c(=O)c12)CCCCC3,x,x,21,-6,x,-41,x
CN(C)c1ccc(/C=N/NC(=O)CCc2c[nH]c3ccccc23)cc1,x,x,1,-12,x,-10,x
O=C(/C=C/c1ccc(Br)o1)Nc1nccs1,x,x,-1,12,x,-86,x
O=c1[nH]c(N/N=C/c2ccc(O)cc2)nc2ccccc12,x,x,12,6,x,-75,x
CCOC(=O)c1cc(-c2ccccc2)sc1NC(=O)C(C)C,x,x,-11,0,x,-11,x
CCc1nnc(NS(=O)(=O)c2ccc(NC(=O)c3cc(Cl)ccc3Cl)cc2)s1,x,x,-4,-3,x,10,x
O=C(C[C@H]1CC[C@H](NC(=O)c2ccncc2)[C@@H](CO)O1)Nc1ccc(-c2ccccc2)cc1,x,-1,x,x,4,-10,x
O=c1oc2ccccc2n1Cc1ccccc1,x,3,x,x,9,-2,x
O=C1CCCn2cc(nn2)COCC2CCCN12 (configuration not stated),x,x,x,1,x,-2,0
C[C@@H]1CN([C@@H](C)CO)C(=O)c2ccccc2-c2ccccc2CO[C@H]1CN(C)Cc1ccncc1,x,-39,x,8,x,-17,x
Cn1nc(C(F)(F)F)c2cc(C(=O)O)sc21,x,11,x,10,x,-5,x
O=C(Nc1ccccc1)N1CCN(S(=O)(=O)c2ccccc2)CC1,x,16,x,-4,x,10,x
Cc1ccc2[nH]c3c(=O)n4c(nc3c2c1)SCC4,x,-4,x,11,x,-15,x
C[C@@H]1CN([C@H](C)CO)C(=O)c2ccccc2-c2ccccc2CO[C@H]1CN(C)C(=O)c1ccc(F)cc1,x,18,x,4,x,-4,x
CC(C)CC1CCCCC1OC(=O)C[N+]1(C)CCCCC1 (configuration not stated),x,4,x,35,x,10,x
C=Cn1cc[n+](CC(=O)c2ccc(C)cc2)c1,x,-2,x,-5,x,-16,x
O=C(NCC1CCCCC1)[C@H]1[C@H](CO)[C@H]2Cn3c(ccc(C4=CCCC4)c3=O)[C@@H]1N2,0,x,x,0,2,x,x
CNc1nc(N)c(C(=O)C(C)(C)C)s1,1,x,x,47*,6,x,x
COc1ccc(-c2cnc3c(c2)C(=O)N([C@H](C)CO)C[C@@H](C)[C@H](CN(C)C(=O)C2CC2)O3)cc1,13,x,x,7,-3,x,x
CCCN(C)C[C@@H]1Oc2cc(C3=CCCC3)ccc2S(=O)(=O)N([C@H](C)CO)C[C@@H]1C,35,x,x,7,6,x,x
CC=Cc1ccc2n(c1=O)C[C@@H]1[C@@H](CO)[C@H](C(=O)NCC)N(CC3CCOCC3)[C@H]21 (mixture of isomers),0,x,x,9,-6,x,x
CN(C(=S)NC(=O)CCCOc1ccc(Cl)cc1Cl)c1ccccc1,-3,x,x,1,15,x,x
CCCNC(=O)[C@@H]1[C@@H](CO)[C@@H]2Cn3c(ccc(/C=C/c4ccccc4)c3=O)[C@H]1N2CCC,13,x,x,-11,-7,x,x
CN1[C@@H]2Cn3c(ccc(-c4ccc(F)cc4)c3=O)[C@H]1[C@@H](C(=O)NC1CCC1)[C@@H]2CO,-8,x,x,7,-4,x,x
Cc1ccc(S(=O)(=O)N2CCN(S(=O)(=O)N3CCCCC3)CC2)c(C)c1,-7,x,x,-1,7,x,x
CC(C)C#Cc1ccc2c(c1)O[C@H](CN(C)C(=O)C1CCC1)[C@@H](C)CN([C@H](C)CO)S2(=O)=O,-4,x,x,-16,9,x,x
CCCc1[nH]nc2c1C1(CCN(C(=O)OCc3ccccc3)CC1)C(C#N)=C(N)O2,3,x,x,-12,11,x,x
CCOC(=O)c1cc2sccc2n1CC(=O)Nc1ccc(OC)c(OC)c1,x,x,-4,-2,2,x,x
O=C(COC(=O)Cc1ccc(F)cc1)NCCc1ccccc1,x,x,20,43*,-1,x,x
CN(NC(=O)COc1ccccc1)c1ccccc1,x,x,-2,1,11,x,x
COc1ccc(C(CC(=O)c2ccc(C)cc2)C(C#N)C#N)cc1OC (configuration not stated),x,x,2,-6,53*,x,x
CC1CCCCC1NC(=O)CCc1nc2sc3c(c2c(=O)[nH]1)CCCC3 (configuration not stated),x,x,-3,-4,0,x,x
Cc1ccc(-n2c(=O)c(C#N)cc3c(=O)n4ccccc4nc32)cc1,x,x,-4,33,-7,x,x
CC(=O)Nc1ccc(C(=O)Cn2nnc3ccccc3c2=O)cc1,x,x,0,19,-5,x,x
N=C1S/C(=C\c2cccc3ccccc23)C(=O)N1c1ccc(F)cc1,x,x,-15,24,-27,x,x
CS(=O)(=O)N(Cc1ccc(C(=O)NCCSc2ccccn2)cc1)c1ccccc1,x,x,-31,-1,-1,x,x
Cc1ccc(C)c(Cn2c(=O)n(CCCC(=O)NCc3ccco3)c(=O)c3ccccc32)c1,x,x,-9,13,-11,x,x
Cc1cccc(NC(=O)c2oc(=O)c3ccccc3c2-c2ccccc2)c1C,x,x,-6,16,3,x,x
CC(=O)c1cccc(NC(=O)C(C)OC(=O)CCc2nc3ccccc3c(=O)[nH]2)c1 (configuration not stated),x,x,-6,7,5,x,x
Cc1ccc(N2C(=O)C(Cl)=C(N3CCOCC3)C2=O)cc1Cl,x,x,3,-3,-9,x,x
CCC(C)(C)n1nnnc1C(c1cc2ccc(C)cc2[nH]c1=O)N(Cc1cccnc1)Cc1ccco1 (configuration not stated),x,x,1,-10,25,x,x
O=C(O)c1ccccc1-c1ccccc1C(=O)NCCCO,x,x,0,14,15,x,x
COc1ccc(OC)c(S(=O)(=O)N2CCC(C(=O)Nc3cccc(C)c3)CC2)c1,x,x,5,-5,9,x,x
CCOC(=O)C1CCCCN1Cc1cccc(C(F)(F)F)c1 (configuration not stated),x,x,-2,10,1,x,x
O=C(CCNS(=O)(=O)c1ccccc1)NCC1CCCCC1,x,x,-2,-1,-3,x,x
COc1ccc(OC)c(S(=O)(=O)NCCc2ccccc2)c1,x,x,20,16,-9,x,x
CC(C)C(c1nnnn1C1CCCCC1)N1CCc2ccccc2C1 (configuration not stated),x,x,4,-1,-1,x,x
COc1ccccc1NS(=O)(=O)c1cccc(C(=O)N/N=C/c2cn(-c3ccccc3)nc2-c2ccccc2)c1,x,x,0,-22,-12,x,x
CCCSC1=C(C#N)C(c2ccccc2C)C(C(=O)OC)C(=O)N1 (configuration not stated),x,x,-5,-17,0,x,x
O=S(=O)(c1ccc(Cl)c(NC(=S)N/N=C/c2ccc(O)cc2)c1)N1CCOCC1,x,x,19,-13,1,x,x
Cc1ccc(-c2ccc(CCC(=O)O)n2CC2CCCO2)cc1 (configuration not stated),x,x,5,2,4,x,x

# Other results follow.
SMILES,Statin myotox sup,PGC1a acetyl inh,ARNT TACC3 PPI,INS-1E GSIS act,LGR2 inh,PAX8 inh HTS,Cneo AK release
c1ccc(COc2ccc(OCCN3CCCC3)cc2)cc1,x,x,20,-36,-17,x,x
c1ccc2c(c1)c1c(c3ccccc32)CN2CCCC2C1 (configuration not stated),x,x,34,22,-12,x,x
Cc1nn2c(CN(C(=O)COc3ccccc3)c3ccccc3)nnc2c2ccccc12,x,x,-8,-1,10,x,x
CCCCN1C(=O)C(=O)N(CC(=O)N2CCN(c3ccccc3)CC2)C1=O,x,x,-3,-2,13,x,x
O=C(O)CSc1nc2c(c(=O)[nH]1)CCCC2,x,x,-12,14,9,x,x
COc1ccccc1C(C)NC(=O)c1ccccc1SCC(=O)N1CCCC1 (configuration not stated),x,x,-18,20,9,x,x
Cc1ccc(OCc2nnc(SCC(=O)O)n2N)cc1,x,x,-17,0,-4,x,x
Cc1ccc(S(=O)(=O)N(c2cccc(C(F)(F)F)c2)C2C=CS(=O)(=O)C2)cc1 (configuration not stated),x,x,9,-5,1,x,x
CCOC(=O)c1cnc2ccc(C(=O)OC)cc2c1NCCN1CCOCC1,x,x,1,4,-3,x,x
O=C(c1ccco1)N1CCN(C(=O)C2c3ccccc3Oc3ccccc32)CC1,x,x,-7,9,10,x,x
CC(O)CN(C)CC/C=C1/c2ccccc2CSc2ccccc21 (configuration not stated),x,x,-6,-5,-6,x,x
c1ccc(C2(CNc3ccccn3)CCCC2)cc1,x,x,1,5,8,x,x
Cn1cc([N+](=O)[O-])c(C(=O)Nc2cnn(Cc3ccc(F)cc3)c2)n1,x,x,-2,2,-4,x,x
CN(C)S(=O)(=O)c1cccc(NC(=O)COC(=O)c2ccc3c(c2)OCO3)c1,x,x,-1,7,-6,x,x
CC1(C)Cc2ccccc2-c2nnc(-c3ccccn3)n21,x,x,-10,2,-11,x,x
Cc1csc2ncc(C(=O)Nc3ccon3)c(=O)n12,x,x,-7,7,2,x,x
CCCCN(c1ccccc1)S(=O)(=O)c1ccc2c(c1)CCN2C(=O)CCC(=O)O,x,x,2,-7,3,x,x

# Pulled by compound from above (3):
SMILES,Statin myotox sup,PGC1a acetyl inh,ARNT TACC3 PPI,INS-1E GSIS act,LGR2 inh,PAX8 inh HTS,Cneo AK release
c1ccc2c(c1)c1c(c3ccccc32)CN2CCCC2C1 (configuration not stated),x,x,34,22,-12,x,x
CCCCN(c1ccccc1)S(=O)(=O)c1ccc2c(c1)CCN2C(=O)CCC(=O)O,x,x,2,-7,3,x,x
c1ccc(C2(CNc3ccccn3)CCCC2)cc1,x,x,1,5,8,x,x

# Screens deposited in PubChem BioAssay by Broad Institute.
